# Compound activity as filed in PubChem.
# NSD2 HMT inh: NSD2 (human) methyltransferase inhibition | NSD2 peptide methylation, AlphaScreen, 120 min | inhibition, % at 12.5 µM | actives 0.54% (n = 310,000); in the data active = inhibition above about 50%
# Rtt109 HAT inh: blocks Candida albicans Rtt109/Vps75 acetyltransferase activity; AID 540336; Q5AAJ8; purified Rtt109/Vps75, ThioGlo CoA-SH fluorescence, 4 h; inhibition, % at 34.9 µM; actives 0.16% (n = 330,000);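 active = inhibition of at least 50% in every replicate; inconclusive = best replicate reaches 50% inhibition but some replicates fall short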
# Target sequence (Q5AAJ8 whole entry, looked up): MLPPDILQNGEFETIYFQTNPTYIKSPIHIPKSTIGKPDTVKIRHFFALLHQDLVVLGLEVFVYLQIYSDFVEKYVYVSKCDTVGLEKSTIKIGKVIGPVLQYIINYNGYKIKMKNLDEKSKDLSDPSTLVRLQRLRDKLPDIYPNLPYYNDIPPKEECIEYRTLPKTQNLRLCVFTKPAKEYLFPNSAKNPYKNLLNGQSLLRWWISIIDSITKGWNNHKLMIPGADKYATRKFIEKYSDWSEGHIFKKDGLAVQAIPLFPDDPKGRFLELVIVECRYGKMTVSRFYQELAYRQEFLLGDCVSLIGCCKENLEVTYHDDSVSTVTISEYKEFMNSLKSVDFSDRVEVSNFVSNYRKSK
# dFosB activator: activators of mouse delta FosB homodimer; actives 0.99% (n = 340,000); purified delta FosB, TAMRA-CDK5 oligo fluorescence polarization; percent of positive-control signal above neutral wells; activation, % at 25 µM; AID 493131;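 active = mean activation above about 17%, with every replicate also reaching it, limit read from the data, passing the limit was not always enough; inconclusive = only one of the two conditions met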;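 note: fluorescence polarization rise as delta FosB binds a TAMRA Cdk5 AP-1 oligo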
# Target sequence (P13346 whole entry, looked up): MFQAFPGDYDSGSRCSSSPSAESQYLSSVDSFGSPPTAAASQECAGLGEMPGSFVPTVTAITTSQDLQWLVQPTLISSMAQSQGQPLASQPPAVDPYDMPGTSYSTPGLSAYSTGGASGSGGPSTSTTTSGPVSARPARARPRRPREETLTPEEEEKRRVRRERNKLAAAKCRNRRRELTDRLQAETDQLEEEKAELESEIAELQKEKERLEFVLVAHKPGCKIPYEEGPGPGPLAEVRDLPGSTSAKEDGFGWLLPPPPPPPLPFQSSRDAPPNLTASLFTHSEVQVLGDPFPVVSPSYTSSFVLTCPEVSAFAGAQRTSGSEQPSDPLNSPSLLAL
# SR-BI DiI-HDL act: SR-BI HDL lipid transfer activation. activation, % at 12.5 µM. CHO ldlA[mSR-BI] cells, DiI-HDL uptake fluorescence, 3 h; 100 = double the neutral-control signal. actives 0.096% (n = 320,000). AID 504775;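 active = mean replicate activation of at least 60% and every replicate at or above 60%; inconclusive = mean or all-replicate condition met, but not both; inactive = mean below 60% and not all replicates reaching 60%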;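 note: 0% = median plate neutral-control signal and 100% = twice that signal; values of inactives mirror those of a sister screen read the other way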
#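 Material: SR-BI-overexpressing, LDLR-lacking CHO cells | Dosing: Single compound concentration, delivered by pin transfer | Probe or stimulus: Labelled HDL, 10 µg/mL | Signal: Bottom-read cell fluorescence after medium removal, ex 550/em 595 nm | Schedule: 3 h, 37 °C | Evaluation: HDL uptake via cellular fluorescence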
# MITF act: activators of MITF-driven TRPM1 promoter activity in SK-MEL-5 cells; SK-MEL-5 TRPM1-promoter luciferase, 24 h; % of positive control, neutral wells = 0; activation, % at 12.5 µM; actives 0.75% (n = 300,000);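 active = mean activation of at least 80% with every replicate also reaching 80%; inconclusive = mean reaches 80% but some replicate falls short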;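 note: 0% = neutral control wells and 100% = parthenolide positive control wells; values of inactives mirror those of a sister screen read the other way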
# CAL PDZ FP-1: human CAL PDZ-peptide interaction inhibition | purified CAL PDZ, TMR-peptide fluorescence polarization, 1 h | AID 504414 | inhibition, % at 20 µM | Q9HD26 | actives 0.02% (n = 330,000);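 active = highest replicate inhibition of at least 40%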;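 note: plate controls were DMSO neutral control wells for no effect and unlabeled competitor peptide control wells for full effect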
#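 material = purified tagged CAL PDZ domain construct (CerCALP) | compound dosing = 20 µM, one dose | times = 1 h at RT | measured by = fluorescence polarization from S- and P-plane intensities, G-factor corrected | read-out = inhibition from polarization loss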
# PvdQ acylase: blocks Pseudomonas aeruginosa PvdQ acylase activity; inhibition, % at 10 µM; actives 0.063% (n = 340,000); purified PvdQ acylase, fluorescence plate reader; in the data active = inhibition above about 30%, passing the limit was not always enough; inconclusive = no clear call, values can overlap the other calls;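 note: 0% = vehicle neutral wells and 100% = reference inhibitor wells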
# SR-BI DiI inh: mouse SR-BI HDL lipid transfer inhibition; Q61009; inhibition, % at 12.5 µM; actives 0.96% (n = 320,000); ldlA[mSR-BI] CHO cells, DiI-HDL uptake fluorescence, 3 h;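 active = mean replicate inhibition of at least 70% and a set share of replicates each scoring 70 or more; inconclusive = meets just one of the two criteria; inactive = fails both criteria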;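 note: 0% = median of neutral control wells and 100% = median of positive control wells; values of inactives mirror those of a sister screen read the other way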
# PfHsp90 set2: inhibits growth of yeast expressing Plasmodium falciparum Hsp90; S. cerevisiae expressing PfHsp90, BacTiter-Glo ATP, 48 h; yeast lacking PDR1 and PDR3 efflux regulators; inhibition, % at 9.4 µM; actives 0.32% (n = 310,000);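 active = every replicate shows inhibition above about 80%, whatever the replicate mean, limit read from the data; inconclusive = mean inhibition reaches the set limit but some replicate falls short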;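 note: 0% = DMSO neutral controls and 100% = 20 µM radicicol positive controls; yeast relying on Plasmodium falciparum Hsp90 in place of its own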
# CAL PDZ FP-2: inhibitors of human CAL PDZ peptide binding; Q9HD26; inhibition, % at 24.9 µM; purified CAL PDZ, TMR-peptide fluorescence polarization, 1 h; AID 602252; actives 0.92% (n = 300,000);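 active = mean inhibition of at least 30% with at least half of replicates also reaching 30%; inconclusive = no clear call, values can overlap the other calls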;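 note: 0% = DMSO neutral control and 100% = excess unlabeled competitor peptide PRC23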
# * hit, by the source's call; ? = inconclusive; · = not tested or not shown.
SMILES,NSD2 HMT inh,Rtt109 HAT inh,dFosB activator,SR-BI DiI-HDL act,MITF act,CAL PDZ FP-1,PvdQ acylase,SR-BI DiI inh,PfHsp90 set2,CAL PDZ FP-2
Cc1cc(NC(=O)c2ccc3c(c2)C(=O)N(c2cccc(C)c2C)C3=O)no1,0.3,-6.3,14.9,-16.7,1.8,-1.5,-7.5,16.7,8.3,-4.4
O=S1(=O)CCOC[C@H](Cc2ccccc2)N1Cc1cccc(Cl)c1,·,-0.9,2.2,0.6,7.7,0.3,-12.1,-0.6,·,-2.8
Cc1cc(C)cc(C(=O)NCC(=O)OCC(=O)NCc2ccco2)c1,1.9,7.8,1.1,7.1,-2.3,-1.8,-1.9,-7.1,3.1,16.7
CC(C)(C)c1ccc(S(=O)(=O)NNC(=O)c2cc3ccccc3[nH]2)cc1,-1.2,6.5,-14.5,6.5,·,0.4,-9.5,-6.5,2.4,3.5
Cc1ccc(-c2c(C(=O)O)c3ccccc3[nH]c2=O)cc1,-1.1,-1.8,1.3,-0.1,-3.0,0.5,-0.4,0.1,-20.8,1.7
CCOC12CC(C)(C)CC(C)(CC3=C1C(=O)CC(C)(C)C3)C2 (stereo unspecified),1.4,-3.6,-9.3,31.8,-6.3,0.6,-23.7,-31.8,18.5,-0.8
Cc1nn(-c2ccccc2)c(C)c1NC(=O)COC(=O)c1ccccc1OC(F)F,-1.7,14.6,-1.9,12.4,1.3,-0.2,1.9,-12.3,2.8,-7.2
Cc1oc2ccccc2c1-c1cn2c(n1)SCC2,0.0,-27.6,-5.2,-16.5,-4.7,-2.8,-0.3,16.5,4.2,·
COc1cc(C(=O)NNC(=O)c2ccc3c(c2)OCCO3)cc(OC)c1OC,0.7,-1.7,0.1,24.2,4.3,-0.4,-21.4,-24.2,-43.4,92.0*
C#CCOc1ccc(C2C3=C(COC3=O)Nc3cc4c(cc32)OCO4)cc1OC (stereo unspecified),5.3,4.4,-6.9,-4.1,-29.9,-0.7,-4.2,4.1,-22.8,-1.8
CCN(CC)CCn1c(=S)[nH]c2cc3c(cc2c1=O)OCO3,6.0,-6.3,10.8,5.8,-11.9,-0.5,7.9,-5.8,-10.5,2.0
Cc1sc2ncnc(SCc3ccc(C(=O)O)cc3)c2c1C,-0.6,-0.1,-16.7,17.8,-1.7,-1.5,-2.8,-17.8,2.0,·
CCOC(=O)CSc1ncc(OC)c(=O)[nH]1,-1.5,1.1,-4.5,?,·,-3.9,-12.4,-201.8,-37.4,-4.4
CCOc1ccc(NC(=S)NC(=O)/C=C/c2ccc(OC)cc2)c([N+](=O)[O-])c1,-0.3,0.0,-2.2,-2.7,16.0,-4.1,9.8,2.7,-7.3,-4.2
CCS(=O)(=O)c1nc(S(=O)(=O)c2ccc(Cl)cc2)c(N2CCN(C)CC2)s1,3.2,6.4,-4.6,5.6,-2.0,-0.2,8.1,-5.6,-75.0,-0.8
CCOC(=O)CCn1cc(F)c(=O)[nH]c1=O,-0.6,-2.4,-0.4,-1.0,10.3,-1.8,-1.7,1.0,·,-1.8
O=C(C1=C[C@@H](c2csc3ccccc23)C[C@@H](OCc2ccc(CO)cc2)O1)N1CCN(Cc2ccccc2)CC1,·,-7.2,2.2,-5.0,-10.4,-0.4,-9.1,5.0,·,-1.9
CC1(C)Cc2c(c(N3CCOCC3)nc3snc(N)c23)CO1,·,6.3,4.1,12.0,-49.0,-1.4,-3.8,-12.0,-11.8,2.9
CC(=O)N/C(=N/c1nc(C)cc(C)n1)Nc1ccc(F)cc1F,-2.4,-2.2,10.5,10.0,-1.9,0.1,-16.9,-10.0,8.9,3.4
CCC(=O)Nc1nn(C)c2nc3c(C)cccc3cc12,0.8,-1.5,9.8,-7.5,-4.4,·,-5.1,7.5,3.5,-2.8
COc1ccc2nc(-n3c(C)ccc3C)sc2c1,-0.5,·,-0.9,-14.2,23.5,-2.4,-13.2,14.2,-6.9,-0.7
Cc1cc(C(=O)COC(=O)CNC(=O)c2ccccc2)c(C)n1CC1CCCO1 (stereo unspecified),3.5,-5.8,-3.2,4.7,-13.5,0.1,0.6,-4.7,15.9,4.0
Cc1ccc(NC(=O)CSCc2cc(=O)n3cc(C)sc3n2)c(C)c1,-3.4,-8.2,-0.9,16.9,9.3,-0.4,-9.6,-16.9,-26.7,2.4
C#CCOc1ccc(/C=C2\SC(=S)N(Cc3cccnc3)C2=O)cc1,0.7,3.1,-0.8,6.9,6.6,0.2,5.3,-6.9,-2.5,-1.2
Cc1ccccc1NC(=O)CC1C(=O)Nc2ccccc2N1CC(=O)N(C)C1CCS(=O)(=O)C1 (stereo unspecified),3.5,-3.6,-12.1,·,-3.3,-0.4,-3.3,·,6.0,7.9
SMILES,NSD2 HMT inh,Rtt109 HAT inh,dFosB activator,SR-BI DiI-HDL act,MITF act,CAL PDZ FP-1,PvdQ acylase,SR-BI DiI inh,PfHsp90 set2,CAL PDZ FP-2
O=C1C2C3C=CC(C4CC34)C2C(=O)N1/N=C/c1c[nH]c2ccccc12 (stereo unspecified),0.3,19.2,-4.2,-27.4,-0.8,-0.3,-16.4,27.4,24.4,4.8
O=C(COc1ccc([N+](=O)[O-])cc1)NCc1ccccc1,-0.3,-17.8,-4.2,0.2,6.5,-0.2,2.3,-0.2,5.2,0.0
Cc1ccc(C)c(S(=O)(=O)N2CCN(C(=O)CSC(=S)N3CCCC3)CC2)c1,1.3,7.7,-10.5,-44.4,-6.4,-1.9,-12.9,44.4,-21.0,-3.9
CC(C)c1ccc(NC(=O)C2CC3CCC2C3)cc1 (stereo unspecified),-14.2,-1.0,1.1,?,·,-1.4,-15.1,-220.1,2.2,-6.1
CC1(c2ccccc2)NC(=O)N(CC(=O)Nc2ccc(C(N)=O)cc2)C1=O (stereo unspecified),·,-2.1,-4.4,5.5,3.9,-1.8,-13.6,-5.5,-44.9,-3.0
COCCNC(=O)NC12CC3CC(CC(C3)C1)C2,-0.7,-11.8,0.8,7.5,-0.1,-2.7,-13.9,-7.5,1.2,3.1
CC1CCCCC1NC(=O)CCCCCn1c(=S)[nH]c2ccsc2c1=O (stereo unspecified),-2.7,-5.9,-3.7,12.4,1.8,-1.3,-9.6,-12.4,-34.9,2.7
CC(C)CCOc1ccc(-c2c(=O)n(OCc3ccc([N+](=O)[O-])cc3)c3ccccc3[n+]2[O-])cc1,4.6,-7.8,-2.8,-28.3,13.8,-0.5,-11.3,28.3,-66.5,-1.4
Cc1ccc(/C=N/NC(=O)Cc2c[nH]c3ccccc23)c(C)c1,-2.4,7.4,-12.9,-24.1,-8.9,0.6,-20.0,24.1,16.4,1.1
Cc1onc(-c2ccccc2)c1C(=O)NCCc1ccncc1,·,14.3,-3.1,15.3,-9.6,-2.7,5.0,-15.3,-3.8,1.7
Cc1cccc(NC(=O)c2ccc(C(=O)c3ccccc3)cc2)n1,-1.3,-2.3,-3.3,18.5,72.3,-1.8,-7.3,-18.5,·,-1.3
Cc1ccc(C(=O)Nc2ccc(O)cc2C(=O)O)cc1,2.0,-4.7,-4.2,25.4,7.7,-1.6,-10.6,-25.4,11.5,-1.5
COCCCNC(=O)Cn1c(=O)n(Cc2ccc(C(=O)NCCc3ccc(OC)c(OC)c3)cc2)c(=O)c2ccccc21,-0.1,1.0,1.1,-88.3,-17.5,0.9,5.4,88.3*,-1.7,-0.7
CCOC(=O)c1cnc(-n2nc(C)cc2C)nc1Nc1cccc(C(C)=O)c1,11.6,3.8,-6.6,-17.2,·,-2.7,3.5,17.2,·,-0.5
CN(C)c1ccc(/C=N/NC(=O)c2ccc(NC(=O)c3ccccc3)cc2)cc1,-1.0,-3.3,3.1,-46.2,-28.7,-0.8,-13.6,46.2,-27.6,-2.7
O=C(COC(=O)CNC(=O)c1sc2ccccc2c1Cl)NC1CCS(=O)(=O)C1 (stereo unspecified),1.0,-13.5,-6.0,12.9,-0.6,-3.2,-11.6,-12.9,4.6,-4.7
COc1ccccc1-n1cnc2cc(NS(=O)(=O)c3ccc(Br)cc3)ccc21,·,-5.0,-1.1,1.7,·,-2.9,2.6,-1.7,-5.7,-4.9
CCOc1cccc(/C=C/c2ccc3cccc(O)c3n2)c1O,0.2,-8.2,-8.3,-14.1,20.5,0.0,-0.4,14.1,-126.1,-0.9
CC(=O)Nc1ccc(C(=O)N/N=C/c2ccccc2OCc2ccccc2)cc1,-3.8,-4.0,-13.2,-79.4,-1.3,-2.7,-4.1,79.4*,40.6,-4.6
Clc1ccc(NC2=NCCCCC2)cc1,-0.9,-8.6,3.3,24.5,2.4,-0.3,-7.4,-24.5,-23.9,-2.1
CNC(=O)c1cc(C(=O)c2ccc(F)cc2Cl)c[nH]1,0.5,7.9,-1.7,-1.9,7.6,0.0,2.3,1.9,3.3,-1.8
CC(C)CN(C(=O)CN1C(=O)NC2(CCc3ccccc32)C1=O)C1CCS(=O)(=O)C1 (stereo unspecified),-0.4,-9.4,-8.3,14.9,-6.7,-2.6,-13.3,-14.9,·,-0.3
NC(=O)c1ccc(NC(=O)COC(=O)c2ccccc2Nc2ccccc2)cc1,1.3,·,12.1,·,-3.1,-2.1,-3.0,·,13.4,0.8
Cc1cccc(C(=O)N(C)c2nnc(-c3ccncc3)s2)c1,-3.3,1.4,1.1,18.0,6.4,-1.8,4.3,-18.0,0.6,0.9
C=CCN=C1S/C(=C\c2ccc(Cl)cc2)C(=O)N1CC=C,4.7,-9.9,-8.0,-42.2,·,-0.5,-7.2,42.2,6.0,·
CCOC(=O)c1c(C)c(C(=O)NCCN2CCOCC2)c(C)n1C,15.7,0.2,-4.7,24.1,4.5,-2.5,3.8,-24.1,·,·
Cc1cccc2cc(CN(Cc3ccccc3)C(=O)N(C)C)c(=O)[nH]c12,·,5.2,7.1,-10.6,15.1,-1.4,7.3,10.6,-63.9,-3.9
C=CCC[C@@H](Cc1ccc(F)cc1)C(=O)OC[C@@H](Cc1c[nH]c2ccccc12)NC(=O)[C@H](CC=C)CC(=O)N(CCO)Cc1ccccc1,·,4.0,-6.1,17.1,-8.7,-0.1,-16.1,-17.1,-5.3,-4.9
CCc1nc(SCC(=O)Nc2ccccc2OC)c2c(C)c(C)sc2n1,-1.2,-5.3,-2.4,·,-1.0,-2.3,14.3,·,-9.8,-3.8

# Hits appear at their usual frequency. About 4.3% of those tested had a hit in this group.
